TRHR agonist: activates the human TRH receptor; TRHR cells, calcium flux fluo-8, FDSS agonist mode; activation, % at 2 µM; 360,000 tested, 0.18% active; in the data active = activation above about 30%; note: 0% is about no effect
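Agonist-mode FDSS calcium read (Ex 480/Em 530, 1 s cycles) in 1536-well TRHR cells with fluo-8 dye, after 10-cycle baseline and 23 nL compound addition; TRH at EC20 (10 nM final) added afterwards for the enhancer phase.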
IDH1 R132H inh: blocks human mutant IDH1 R132H enzyme; IDH1-R132H enzyme, NADPH consumption, diaphorase/resazurin fluorescence; O75874; Potency, µM (top dose mostly 76.6 µM), for inactives: at the highest dose activity change, negative = inhibition, hits mostly inhibitors; 390,000 tested, 0.093% active; note: potency is the fitted concentration of half-maximal effect; % is set by controls: 0 for no effect and ±100 for the full control effect; nearly all actives have a fitted effect of over 65% in size
Target sequence (O75874 whole entry R132H, stated change not applied): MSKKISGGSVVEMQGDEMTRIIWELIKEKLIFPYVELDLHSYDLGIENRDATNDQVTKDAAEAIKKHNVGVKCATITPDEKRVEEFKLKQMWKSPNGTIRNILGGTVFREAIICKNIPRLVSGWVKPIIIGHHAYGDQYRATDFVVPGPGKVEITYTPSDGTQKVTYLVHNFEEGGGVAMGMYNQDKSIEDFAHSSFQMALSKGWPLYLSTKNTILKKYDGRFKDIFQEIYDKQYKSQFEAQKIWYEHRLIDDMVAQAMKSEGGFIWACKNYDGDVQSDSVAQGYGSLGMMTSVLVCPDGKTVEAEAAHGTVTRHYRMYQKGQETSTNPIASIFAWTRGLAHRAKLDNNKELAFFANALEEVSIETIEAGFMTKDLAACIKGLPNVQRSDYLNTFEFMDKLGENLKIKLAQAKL
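IDH1-R132H (0.5 ug/mL) preincubated 30 min with compound, then NADPH (0.016 mM) and alpha-KG (2 mM) added; 80 min at RT, pH 7.5. Remaining NADPH coupled via diaphorase/resazurin to fluorescence (540/590 nm); concentration-response curves normalized to no-enzyme control.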
USP1-UAF1 inh: USP1/UAF1 (human) deubiquitinase inhibition. 390,000 tested, 0.23% active. AID 743255. Potency, µM (doses to about 57.1 µM), inactives show top-dose activity change, negative = inhibition, usual class: inhibitors. recombinant USP1/UAF1, Ub-Rhodamine cleavage fluorescence; note: potency is the fitted concentration of half-maximal effect; % is set by controls: 0 for no effect and ±100 for the full control effect; nearly all actives have a fitted effect of over 60% in size; inactives centre near -12
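In this screen, compounds sit with the deubiquitinase complex (1nM) for 15 min at room temperature before Ub-Rho is added at 150nM final. Fluorescence rise is then followed for 6 reads every 60 seconds.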
D2 antag: antagonists of human D2 dopamine receptor; P14416; AID 485344; HEK293 TREx D2 cells, calcium flux, dopamine EC80; 340,000 tested, 2% active; inhibition, % at 10 µM; in the data active = inhibition above about 30%; note: 0% is about no effect
Target sequence (P14416 whole entry, looked up): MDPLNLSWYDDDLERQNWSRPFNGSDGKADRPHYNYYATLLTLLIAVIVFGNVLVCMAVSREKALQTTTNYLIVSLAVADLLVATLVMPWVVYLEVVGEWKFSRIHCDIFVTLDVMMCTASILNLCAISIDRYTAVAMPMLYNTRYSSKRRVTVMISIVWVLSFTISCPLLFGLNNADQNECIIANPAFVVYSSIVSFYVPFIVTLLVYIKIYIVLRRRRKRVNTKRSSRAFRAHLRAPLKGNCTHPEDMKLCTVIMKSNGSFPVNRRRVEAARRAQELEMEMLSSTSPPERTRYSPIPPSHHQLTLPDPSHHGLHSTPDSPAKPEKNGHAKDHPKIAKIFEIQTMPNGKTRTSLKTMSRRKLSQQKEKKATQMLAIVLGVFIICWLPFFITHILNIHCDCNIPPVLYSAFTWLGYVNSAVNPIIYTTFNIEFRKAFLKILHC
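Cells plated overnight at 30 C with tetracycline; no-wash calcium dye, 30–90 min RT; 10 s baseline; compound pinned; 180 s read; EC80 dopamine added; another 180 s read.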
D2 ag: activates the human D2 dopamine receptor; HEK293 T-REx D2 cells, calcium flux agonist mode; activation, % at 2 µM; 340,000 tested, 0.53% active;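 active = activation over 3 SD above normal in the single-dose calcium agonist read, cut at about 30% in these data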; note: 0% is about no effect
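Tetracycline-induced HEK293 Trex cells with D2 receptor force-coupled to calcium signaling, plated overnight at 30 C and loaded with no-wash calcium dye. Calcium flux read kinetically for 180 s after compound addition; responses flag agonists.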
TRHR enhancer: allosteric enhancers of human TRH receptor; 360,000 tested, 0.66% active; TRHR cells, fluo-8 calcium fluorescence, EC20 TRH enhancement; P34981; enhancement, % at 2 µM; in the data active = enhancement above about 30%; note: 0% is about no effect
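TRHR-expressing cells loaded with fluo-8 calcium dye were read kinetically (ex 480/em 530) during compound addition, then stimulated with an EC20 of TRH (10 nM final). Enhancement of the Gq-mediated intracellular calcium response was scored.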
TrxR1 substrate: rat thioredoxin reductase 1 substrate activity; O89049; purified TrxR1 substrate turnover, NADPH consumption readout; Potency, µM (titrated, usually from 114 µM), without a hit: at the top dose activity change, negative = substrate turnover; 390,000 tested, 0.01% active; AID 588456; note: potency is the fitted concentration of half-maximal effect; % is set by controls: 0 for no effect and ±100 for the full control effect; nearly all actives have a fitted effect of over 50% in size
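Rat TrxR1, dispensed at 90 nM, was prereduced with 400 uM NADPH (final) for 5 min at ~22 deg C, then incubated with compound 15 min before 400 uM selenite. A first-read NADPH fluorescence drop versus no-compound background flagged substrates.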
Pin1 inh: human Pin1 inhibition | Q13526 | Pin1 FP peptide displacement, HiFluor488, 10 min | Potency, µM (highest dose often 115 µM), for the others: at the highest dose activity, negative = inhibition, actives largely listed as inhibitors | 390,000 tested, 0.009% active; active = well fitted inhibition curve with a large enough effect in the polarisation, with a control signal flat, not every such curve was filed as active; inconclusive = small, poorly fitted or top-dose-only effect, or effect the other way, or a change in a side signal; inactive = no such curve, though single readings can be large or run the other way; the % refers to the polarisation; note: potency is the fitted concentration of half-maximal effect; % is set by controls: 0 for no effect and ±100 for the full control effect
Target sequence (Q13526 whole entry, looked up): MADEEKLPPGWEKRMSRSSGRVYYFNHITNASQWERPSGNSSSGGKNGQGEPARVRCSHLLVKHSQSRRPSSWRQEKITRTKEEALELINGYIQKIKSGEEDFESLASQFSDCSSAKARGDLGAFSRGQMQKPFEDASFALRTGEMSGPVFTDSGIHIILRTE
rTrxR1 inhibitor: rat TrxR1 inhibition; 390,000 tested, 1% active; AID 588453; Potency, µM (top dose mostly 114 µM), for the others: at the top dose activity change, negative = inhibition, hits mostly inhibitors; recombinant rTrxR1, NADPH fluorescence consumption, selenite substrate; note: potency is the fitted concentration of half-maximal effect; % is set by controls: 0 for no effect and ±100 for the full control effect; nearly all actives have a fitted effect of over 65% in size
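Rat TrxR1 (90 nM in the dispensed reagent) was pre-reduced with 400 uM NADPH for 5 min at room temperature, then incubated with compound for 15 min. After 400 uM selenite was added, NADPH fluorescence (Ex 340/Em 450 nm) was followed for 8 min.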
Numbers without * were called inactive; ? = inconclusive; . = not tested or not shown; [ ] = remark or other dose. Unless noted, calls come from the whole dose curve; as a rule, active = well fitted inhibition curve with a large enough effect; inconclusive = small, poorly fitted or top-dose-only effect; inactive = no such curve, though single readings can be large or run the other way. The list is partial, so the mix of outcomes need not match the whole.

Values run as follows: TRHR agonist	IDH1 R132H inh	USP1-UAF1 inh	D2 antag	D2 ag	TRHR enhancer	TrxR1 substrate	Pin1 inh	rTrxR1 inhibitor
> CCN(CC(=O)Nc1ccc(NC(C)=O)cc1)C(=O)/C=C/c1c(C)nn(-c2ccc(F)cc2)c1Cl
  -0.4	0%	?	5	-0.4	-3	-1%	1%	5%
> COc1ccc(C)cc1S(=O)(=O)N(C)CC(=O)N1CCN(C)CC1
  1.1	2%	-10%	-6	-0.1	9	9%[57.1 µM]	2%	1%[57.1 µM]
> Cc1ccc(NC(=S)NNC(=S)NC2CCCCC2)cc1
  -0.5	1%	-1%	-1	0.5	-6	5%[57.1 µM]	1%	-5%[57.1 µM]
> COc1cccc(CN2CCN(Cc3nc(-c4cccs4)oc3C)CC2CCO)c1 (stereo not drawn)
  0.1	-4%	-4%	2	0.1	2	3%	-1%	25%
> COC(=O)c1cc(C(=O)NCCN2C(=O)S/C(=C\c3cccs3)C2=O)cc([N+](=O)[O-])c1
  0.7	1%	1%	26	-0.6	0	-1%	3%	-1%
> C=CCN1C(=O)[C@@H]2Cc3c([nH]c4ccccc34)C(c3cc(OC)c(OC)c(OC)c3)N2C1=S (stereo partly drawn)
  4.4	-6%	?	-18	2.2	6	-5%	?	-11%
> COc1ccc(CCC(=O)Nc2nnc(C(C)(C)C)s2)cc1
  -0.2	4%	-10%	-3	-0.6	-2	6%	1%	25%
> COc1cccc2c1OCC(CN1CCN(Cc3ccccc3F)C(CCO)C1)=C2 (stereo not drawn)
  -0.2	9%	-20%	8	1.0	11	-1%	-4%	0%
> O=C1CC(c2cccnc2)c2cc3c(cc2N1)OCO3 (stereo not drawn)
  -0.4	11%	?	-1	0.1	8	5%	4%	20%
> O=C(c1ccccc1)c1cc2ccccc2o1
  -0.3	9%	-21%	-11	-0.2	3	-7%[57.1 µM]	-6%	9%[57.1 µM]
> S=C(NCc1ccccc1)Nc1ccc(Oc2ccccc2)cc1
  0.3	-6%	-17%	15	-2.6	-2	3%	-6%	29%
> CCOC(=O)C1(Cc2cccc(Cl)c2)CCCN(C(=O)C2CC2)C1 (stereo not drawn)
  0.1	-4%	-2%	-3	-0.1	-2	8%[57.1 µM]	-6%	19%[57.1 µM]
> CCCC(=O)N1CCc2cc(OC)c(OC)cc2C1COc1ccc(C(=O)OC)cc1 (stereo not drawn)
  -0.7	-3%	-19%	.	0.0	-2	-5%[57.1 µM]	-1%	-4%[57.1 µM]
> CCCCNC(=O)COC(=O)CNC(=O)c1cc(Cl)cc([N+](=O)[O-])c1
  -0.6	1%	-9%	7	2.5	-1	-2%[57.1 µM]	-5%	7%[57.1 µM]
> O=C(Nc1ccc2nc(SCc3ccccc3)sc2c1)c1cccc(F)c1
  0.9	-6%	-21%	.	0.1	2	72%[activator]	-3%	54%[activator]
> Cc1cccc(C2c3[nH]c4ccccc4c3CCN2C(=O)c2cc3c([nH]c2=O)CCCC3)n1 (stereo not drawn)
  -0.6	-1%	-14%	-2	-0.2	11	-1%	-1%	-1%[57.1 µM]
> CCOC(=O)CNc1nc(Cl)c(C#N)s1
  -0.1	1%	-16%	7	-0.1	2	-3%	4%	-15%
> O=C(O)c1ccc2c(c1)C(=O)N(c1cc([N+](=O)[O-])ccn1)C2=O
  0.4	0%	-19%	2	0.1	6	-3%	7%	17%
> COC(=O)c1cc2oc(C)cc2n1Cc1cccc(Cl)c1
  -0.3	0%	?	.	.	-2	11%	-4%	38%
> Cc1nnn(C23CC4CC(CC(C4)C2)C3)n1
  -0.7	14%	-4%	-12	0.0	6	7%	0%	26%
> CCN(CC(=O)NCCc1ccccc1)S(=O)(=O)c1ccccc1
  -1.8	-2%	-9%	10	0.4	1	-2%	6%	3%[57.1 µM]
> O=S(=O)(CCN1CCOCC1)c1ccc(OC(F)(F)F)cc1
  0.1	19%	-25%	-7	0.1	9	11%	-8%	23%
> O=C(NCc1cccc(F)c1)C1CCN(S(=O)(=O)Cc2ccccc2)CC1
  -0.1	-2%	-7%	-15	0.4	0	17%[57.1 µM]	7%	-5%
> O=C(CSc1nnc2ccc(-c3ccccc3)nn12)NCC1CCCO1 (stereo not drawn)
  -1.0	-10%	-14%	7	-0.6	12	15%	0%	28%
> COc1ccccc1N1CCN(C/C(O)=C(\C#N)c2nc(-c3ccccc3)cs2)CC1
  -1.9	-6%	-10%	-12	-0.7	6	7%[57.1 µM]	5%	22%
> O=C(COCc1cc(-c2ccc(F)cc2)on1)Nc1cc(Cl)cc(Cl)c1
  3.1	6%	-17%	.	3.5	-6	-10%	1%	-8%
> Cc1cc(C(=O)N/N=C2\CCCc3ccccc32)c(C)o1
  -0.1	2%	-7%	.	.	0	-6%	0%	1%
> CN(CCOc1ccc(Cl)cc1)C(=O)C1CCN(C(=O)c2ccc(Cl)cc2)CC1
  -0.3	1%	-2%	11	0.8	-8	-6%	-1%	7%
> CCCc1nnc(NC(=O)CCC(=O)N2CCN(S(=O)(=O)c3ccc(C)cc3)CC2)s1
  -0.2	5%	-16%	-15	-0.3	-2	1%	-4%	8%
> O=S(=O)(c1ccccc1)c1nc(NC2CC2)sc1Cl
  0.2	-1%	-15%	5	-0.3	-5	-3%[57.1 µM]	12%	18%[57.1 µM]
> Cc1ccc(C(C)C)cc1OCCN1CCCC1
  -0.4	5%	-5%	-15	-0.3	2	5%[57.1 µM]	-2%	11%[57.1 µM]
> CC(/C=C/c1ccco1)=N\NC(=O)c1cc(C)[nH]n1
  0.5	-4%	-11%	10	-0.2	-3	-4%	?	16µM*
> CCOC(=O)C1CCN(c2ncnc3c2c(-c2ccccc2)cn3-c2cccc(C)c2)CC1
  0.2	-5%	-13%	.	-0.3	0	5%[57.1 µM]	-1%	16%[57.1 µM]
> CC(C(=O)N1CCCC1)c1ccc([N+](=O)[O-])cc1 (stereo not drawn)
  -0.3	4%	-15%	-1	-0.1	-3	4%[57.1 µM]	2%	10%[57.1 µM]
> O=C(O)CC(NNC(=O)c1ccccc1)C(=O)Nc1cccc([N+](=O)[O-])c1 (stereo not drawn)
  0.4	-7%	-5%	-11	-0.4	6	2%[57.1 µM]	-22%	13%[57.1 µM]
> Cc1nc2c(-c3ccccc3)c(C)[nH]n2c(=O)c1Cl
  -1.0	2%	-7%	4	1.0	9	9%	18%	-7%
> Cc1ccc(CNS(=O)(=O)c2ccc3c(c2)NC(=O)CS3)cc1
  -0.5	3%	-17%	.	.	8	6%	4%	27%
> Nc1nc(N)nc(COc2ccccc2)n1
  0.2	-7%	-5%	-4	2.9	4	-1%	-15%	9%
> O=C1NC[C@@H](Cc2cccc3ccccc23)N(CCC23CC4CC(CC(C4)C2)C3)C1=O
  -0.3	5%	11%	7	0.0	3	13%[57.1 µM]	-9%	26%[57.1 µM]
> Cc1ccc(C(=O)Nc2ccc3oc(-c4ccccc4C)nc3c2)cc1
  0.6	.	-3%	.	1.2	3	11%	11%	23%
> COc1ccccc1-c1nnc(NC(=O)c2cccc(N3C(=O)CCC3=O)c2)o1
  0.4	1%	-15%	16	-0.1	0	-15%	?	-20%
> COc1ccc(C(=O)NCc2ccc3c(c2)CCN3C(=O)c2cccc(C)c2)cc1OC
  -0.7	23%	?	.	.	8	-6%[57.1 µM]	18%	8%[57.1 µM]
> CN(C(=O)c1ccccc1)c1nc2ccccc2s1
  -0.2	10%	-6%	10	0.1	5	-6%	-3%	-5%
> O=C(O)c1cccc(CN2C(=O)SC(Nc3cccc4ccccc34)C2=O)c1 (stereo not drawn)
  -1.3	-2%	-9%	-12	-0.1	0	4%[57.1 µM]	-3%	2%[57.1 µM]
> C=CCn1c(=N)n(CC(O)COc2ccc(OC)cc2)c2ccccc21 (stereo not drawn)
  0.1	0%	-22%	.	.	15	3%	2%	15%
> COc1ccc(Cl)cc1N1CC(c2nc3ccccc3[nH]2)CC1=O (stereo not drawn)
  0.1	9%	-25%	1	-0.2	1	7%	-4%	11%
> Cc1ccc(C(=O)CN(CCCC(N)=O)S(=O)(=O)c2ccc([N+](=O)[O-])cc2)cc1
  -0.5	-4%	-24%	5	-0.4	-7	7%[57.1 µM]	-2%	21%
> Cc1c(C)c2ccc(OC(C)C(=O)N[C@@H](Cc3c[nH]c4ccccc34)C(=O)O)c(C)c2oc1=O (stereo partly drawn)
  0.2	-8%	-13%	-4	0.9	-18	19%	?	-2%
> Nn1c(SCC(=O)NCCC2=CCCCC2)nnc1C1CCCCC1
  -0.6	1%	-12%	-5	0.2	-10	-6%	3%	-12%
> Cc1ccc(OCCNC(=O)CN2C(=O)NC3(CCCC3)C2=O)cc1
  -0.2	-5%	-11%	2	0.0	-2	2%	2%	17%
> COc1ccc(S(=O)(=O)n2nc(OC(=O)c3ccc(C)cc3)cc2N)cc1
  -1.3	-1%	-10%	-12	0.0	15	-8%	7%	-11%
> N#C/C(C(=O)N1CCOCC1)=C1/SC(Cc2ccccc2Cl)C(=O)N1c1ccccc1 (stereo not drawn)
  0.5	-6%	-2%	-1	-2.5	-2	-2%	0%	?
> COc1ccc2cc(C(=O)N(C)CC(=O)Nc3ccccc3Br)ccc2c1
  -0.8	1%	-10%	-9	0.0	18	2%	-1%	3%
> CN(c1ccccc1)c1nc(N)c([N+](=O)[O-])c(N2CCCCC2)n1
  0.0	7%	-24%	23	0.4	-4	-12%	-1%	10%

3 compounds already listed, arranged by the value under rTrxR1 inhibitor, ascending:
smiles	rTrxR1 inhibitor
CCN(CC(=O)Nc1ccc(NC(C)=O)cc1)C(=O)/C=C/c1c(C)nn(-c2ccc(F)cc2)c1Cl	5%
CCCc1nnc(NC(=O)CCC(=O)N2CCN(S(=O)(=O)c3ccc(C)cc3)CC2)s1	8%
Cc1ccc(C(=O)Nc2ccc3oc(-c4ccccc4C)nc3c2)cc1	23%

Screening results from PubChem BioAssay.
